Bioassay records: PubChem BioAssay, several laboratories
Salmonella PhoP GFP: PhoP-dependent GFP reporter repression – Salmonella Typhimurium, primary screen (AID 1863). S. Typhimurium PhoP-regulated promoter GFP reporter, 4 h; higher % means a stronger effect. one-dose inhibition, % at 50 µM; IC50 in µM for titrated hits. 300,000 tested, 0.16% active;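 active = inhibition over 29.93%, a cutoff 3 SD above the screen mean, later confirmed by dose response; inconclusive = inhibition over 29.93% but no dose response follow-up; inactive = inhibition at most 29.93% or unconfirmed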;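 note: 0% = low Mg2+ inducing control and 100% = high Mg2+ repressing control; strong numbers were not always called active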
GPR35 arrestin U2OS: GPR35 antagonists blocking zaprinast-driven arrestin recruitment, primary screen, imaging, U2OS, beta-arrestin-GFP, zaprinast agonist (AID 2058); U2OS GPR35 beta-arrestin-GFP translocation imaging, zaprinast antagonism; higher % means a stronger effect; inhibition, % at 10 µM; hits with a dose series show IC50 in µM; 290,000 tested, 0.052% active;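 active = inhibition of at least 50% with at least 30 cells and total cytoplasm GFP at most 10,000,000; inconclusive = under 30 cells or total GFP of 10,000,000 plus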
LYP inhibition: PTPN22 lymphoid phosphatase activity blockers – biochemical, fluorescence intensity, uHTS (AID 1779) | recombinant LYP phosphatase, fluorescence intensity; higher % means a stronger effect | inhibition, % at 11.5 µM; hits with a dose series show IC50 in µM | 290,000 tested, 0.054% active; in the data active = inhibition above about 50%;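 note: plate controls were vehicle with enzyme for no effect and no enzyme for full effect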
Siah-1 displacement: blockers of Siah-1 interaction with plectin peptide – biochemical, fluorescence polarization, rhodamine-plectin, uHTS, primary screen (AID 1817); one-dose displacement, % at 20 µM; IC50 in µM for titrated hits; Siah-1 / rhodamine-plectin peptide fluorescence polarization; higher % means a stronger effect; 290,000 tested, 0.02% active;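 active = displacement of at least 50% at 20 µM, with a fluorescence ratio check between 0.3 and a set limit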;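 note: plate controls were Siah plus tracer with DMSO for no effect and tracer alone without Siah for full effect; strong numbers were not always called active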
Myeloid diff MLP: myeloid differentiation induction | ER-HoxA9 myeloid progenitors, lysozyme-GFP differentiation, flow cytometry | calls only at 10 µM | 360,000 tested, 1% active | AID 624256;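 active = normalized GFP-positive differentiation at or above the plate's own cutoff, the solvent-only control mean plus 3 SD; inconclusive = no clear call, values can overlap the other calls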;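 note: cells exposed to compound for four days before flow analysis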
NTR1 ag: agonists of NTR1, primary screen, imaging, U2OS cells, beta-arrestin-GFP, high content (AID 493036); P30989; NTR1-U2OS beta-arrestin-GFP spot imaging, agonist mode; activation, % at 20 µM; 330,000 tested, 0.17% active;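 active = activation at or above 40% of the spot to cytoplasm intensity ratio, with at least 20 cells analyzed; inconclusive = wells under 20 cells, flagged as cytotoxic or low count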;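 note: 0% = DMSO without peptide and 100% = 100 nM NTR1 peptide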
Target sequence (P30989 whole entry, looked up): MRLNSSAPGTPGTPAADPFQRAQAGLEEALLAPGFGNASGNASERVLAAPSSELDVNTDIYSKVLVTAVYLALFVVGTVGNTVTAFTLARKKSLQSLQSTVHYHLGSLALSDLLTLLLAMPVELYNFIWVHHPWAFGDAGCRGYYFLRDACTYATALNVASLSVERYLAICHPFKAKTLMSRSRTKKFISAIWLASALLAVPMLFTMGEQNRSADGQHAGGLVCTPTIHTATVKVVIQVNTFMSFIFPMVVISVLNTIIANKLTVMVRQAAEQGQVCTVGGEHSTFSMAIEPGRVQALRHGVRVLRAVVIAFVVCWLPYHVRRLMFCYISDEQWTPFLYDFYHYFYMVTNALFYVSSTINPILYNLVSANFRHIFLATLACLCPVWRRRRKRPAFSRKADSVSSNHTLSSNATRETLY
HIV peptide binding: inhibitors of HIV fusion peptide binding, primary screen, biochemical, uHTS, fluorescence dequenching (AID 1986). cell-free peptide binding, fluorescence dequenching, 30 min; higher % means a stronger effect. one-dose inhibition, % at 20 µM; IC50 in µM for titrated hits. 290,000 tested, 0.3% active; in the data active = inhibition mostly above about 52%, no sharp cut-off; inactive = mostly below about 76%; note: some results filed as inactive read as strong as hits
GPR55 LPI antagonism: inhibition of LPI-stimulated GPR55 beta-arrestin translocation – imaging, U2OS, beta-arrestin-GFP, LPI agonist, primary screen (AID 2013) | U2OS GPR55 beta-arrestin-GFP translocation imaging, LPI antagonism; higher % means a stronger effect | inhibition, % at 10 µM, or IC50 in µM where a hit was titrated | 290,000 tested, 0.13% active;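 active = spots per cell inhibited over 60%, with over 100 cells counted and total cytoplasm intensity under 500,000; inconclusive = wells with under 100 cells, flagged as likely toxic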;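 note: U2OS cells stably carrying GPR55 and arrestin-GFP stimulated by 5 µM LPI near EC80; imaged beta-arrestin-GFP aggregate spots per cell after agonist stimulation; plate controls were LPI-stimulated DMSO wells for no effect and DMSO wells without LPI for full effect; some results filed as inactive read as strong as hits; confirmed hits need IC50 under 10 µM and bright autofluorescent wells are also inconclusive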
MgcRacGAP inhibition: MgcRacGAP GTPase-activating activity inhibitors, confirmation, biochemical, ADP Hunter fluorescence; MgcRacGAP-stimulated Rac1 GTP hydrolysis, ADP Hunter fluorescence; higher % means a stronger effect; GST-tagged Rac1 F28L mutant substrate; inhibition, % at 30 µM; hits with a dose series show IC50 in µM; 340,000 tested, 0.6% active; AID 624330;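 active = first-screen hits whose inhibition reached a set limit at any dose in the follow-up dose series; inconclusive = inhibition above the set first-screen limit but never retested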;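 note: fluorescence reports GDP produced by GAP-driven GTP hydrolysis; strong numbers were not always called active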
NTR1 ag cell count 20 µM: second read-out of NTR1 ag, no call of its own (marks repeat the call); cell count; measured here: cell count, cytotoxicity flag
Myeloid diff MLP GFP+ MAC1+ %: also measured in Myeloid diff MLP; calls as there; GFP+ MAC1+ double positive, %; measured here: differentiation confirmed by MAC1 staining
Starred values were filed as active, the others as inactive; i = inactive; ? = inconclusive; . = not tested or not shown.

SMILES	Salmonella PhoP GFP	GPR35 arrestin U2OS	LYP inhibition	Siah-1 displacement	Myeloid diff MLP	Myeloid diff MLP GFP+ MAC1+ %	NTR1 ag	NTR1 ag cell count 20 µM	HIV peptide binding	GPR55 LPI antagonism	MgcRacGAP inhibition
CCOc1ccc(CN2CCN(S(=O)(=O)c3ccc(NC(C)=O)cc3)CC2)cc1OC	-3.9%	-11.6%	-10.3%	3.9%	i	3.9	0.0	59	0.1%	1.2%	10.5%
COc1ccc(S(=O)(=O)NCCN2CCOCC2)c2ccccc12	6.4%	17.9%	-5.2%	1.2%	i	1.5	-1.2	50	-0.6%	-8.6%	7.6%
Oc1cccc(C2c3[nH]c4ccccc4c3CCN2Cc2ccoc2)c1 (centres undefined)	-1.8%	8.8%	-3.2%	1.9%	i	0.4	0.8	53	6.2%	13.7%	9.4%
NNC(=O)c1cc(Cl)ccc1Cl	18.1%	-8.1%	-0.5%	5.6%	i	0.6	-0.8	57	0.4%	1.3%	3.7%
COc1ccc(C2CCCCCN2Cc2nc3ccccc3c(=O)n2CC(N)=O)cc1 (centres undefined)	4.6%	-16.9%	-11.1%	1.9%	i	2.6	1.2	43	1.7%	10.1%	3.6%
COCCCNC(=O)C1CCN(S(=O)(=O)c2c(C)noc2/C=C\c2ccc(OC)cc2)CC1	1.2%	-18.5%	1.5%	-1.4%	i	1.5	-0.1	77	0.3%	5.0%	2.1%
Cc1cccc(NC(=O)CSc2n[nH]c(-c3ccncc3)n2)c1	-6.5%	-11.6%	-6.5%	-3.6%	i	0.9	-3.3	79	1.7%	-10.6%	3.8%
Cc1cc(C)c(NC(=O)/C(C#N)=C/c2ccc(OCc3ccc(F)cc3)cc2)c(C)c1	-5.3%	7.6%	1.7%	4.2%	i	0.7	8.3	79	2.9%	21.8%	4.3%
COc1cccc(CN2CCN(C3CCN(c4ccccc4C)CC3)CC2CCO)c1 (centres undefined)	.	1.1%	2.6%	3.2%	i	0.0	-1.2	72	1.9%	7.5%	7.3%
COc1ccc2c(c1)[nH]c1c(=O)n(CCC3=CCCCC3)cnc12	-4.8%	6.3%	2.0%	4.9%	i	0.4	0.5	49	6.4%	6.4%	14.6%
Cc1cc(C)c(S(=O)(=O)c2ccccc2)c(OC(=O)c2ccc(Cl)cc2Cl)n1	-17.0%	1.5%	-4.1%	-0.8%	i	0.3	5.1	55	0.9%	0.3%	5.3%
C/C(=N\Nc1cccc(Cl)c1)c1ccc(-n2ccnc2)cc1	0.1%	3.6%	-2.0%	0.2%	i	0.3	.	.	-2.7%	9.4%	9.0%
Oc1cccc(/C=N/NC(=S)Nc2cccnc2)c1O	45.6µM*	-8.7%	-0.8%	69.7%	i	1.0	.	.	27.6%	-5.6%	?
CCOC(=O)c1c(NC(=O)CSc2nnnn2-c2ccccc2)sc2c1CC(C)(C)NC2(C)C	1.3%	0.0%	-7.5%	-8.8%	i	1.4	4.8	61	-0.7%	18.4%	6.9%
O=C(Nc1ccc([N+](=O)[O-])cc1)Nc1ccc(OC(F)F)c(Cl)c1	7.2%	-3.1%	2.5%	9.7%	i	0.6	.	.	-3.3%	-4.6%	1.5%
O=[N+]([O-])c1ccc(-n2ccnc2)cc1	-8.1%	-7.0%	-1.8%	1.9%	i	0.6	0.6	47	-1.2%	16.0%	9.3%
CCOC(=O)C1CCN(C(=O)c2[nH]c3ccc(OC)cc3c2C)CC1	-4.9%	3.6%	-8.1%	4.2%	i	0.3	-0.1	86	-1.1%	14.1%	1.2%
O=S(=O)(Nc1cccc(-n2cnnn2)c1)c1ccccc1	-7.0%	0.7%	-8.8%	-2.4%	i	5.9	-0.9	65	-0.7%	9.2%	2.9%
O=C(CCC1CCN(Cc2ccccc2Cl)CC1)NC1CC1	-3.4%	23.3%	-11.0%	0.4%	i	0.5	-0.2	59	1.5%	-1.0%	-17.1%
COc1ccc(NC2=C(Cl)C(=O)N(c3ccccc3)C2=O)c(OC)c1	-5.7%	-25.5%	-2.5%	8.3%	i	0.2	1.1	84	-1.3%	-13.3%	7.3%
COc1ccc(C2CCN(Cc3cccnc3)CC2O)cc1 (centres undefined)	-14.5%	-0.6%	-2.8%	7.2%	i	1.6	-5.3	73	2.6%	9.8%	-11.3%
CCCN1C/C(=C/c2ccc3c(c2)OCO3)C(=O)/C(=C/c2ccc3c(c2)OCO3)C1	7.1%	17.3%	4.9%	5.4%	i	0.8	4.2	38	-2.1%	7.0%	-0.4%
COc1ccccc1C1(CC(=O)Nc2nccs2)CCOC(C(C)C)C1 (centres undefined)	0.1%	9.2%	1.3%	1.5%	i	1.3	0.6	78	-1.5%	13.3%	3.4%
Cc1c(C(=O)N/N=C/c2cccnc2)nnn1-c1nonc1N	2.2%	18.1%	-8.1%	8.3%	i	0.5	1.7	40	-0.8%	-7.9%	4.2%
CCOC(=O)c1cn(CC)c2ccc(S(=O)(=O)N3CCC(C)CC3)cc2c1=O	4.7%	8.2%	-10.7%	5.8%	i	7.3	-0.5	47	-2.1%	-9.4%	-7.2%
Cc1ccc(C(=O)Nc2ncc(C)s2)s1	12.6%	-2.2%	-3.9%	4.4%	?	.	-0.5	50	0.5%	5.5%	3.9%
Cc1ccc(O)c(C(=O)c2cnc3c(c2)CN(C)C(=O)N3)c1	-6.7%	-1.6%	11.6%	-0.3%	i	0.6	1.4	69	18.3%	-0.1%	7.3%
Cc1occc1C(=O)NNC(=S)Nc1ccccc1	3.1%	10.9%	-1.8%	1.6%	i	1.0	3.0	51	-0.1%	2.9%	9.4%
Cc1ccc(C)c(N(CC(=O)NCC2CCCO2)C(=O)CCC(=O)Nc2nccs2)c1 (centres undefined)	-2.2%	5.0%	-6.7%	6.9%	i	0.5	-1.6	54	-1.1%	10.6%	5.6%
Cc1cc(OC(=O)c2c(Cl)cccc2Cl)nc(C)n1	-5.9%	-9.3%	1.8%	3.0%	i	1.3	1.0	77	2.4%	-0.3%	-3.5%
O=C(NCc1ccc2c(c1)OCO2)c1ccc2c(=O)n(C3CCCC3)c(=O)[nH]c2c1	-3.9%	2.5%	8.5%	1.1%	?	.	4.8	86	5.3%	-2.6%	3.2%
CN1CCN(S(=O)(=O)c2ccc(N(C)Cc3ccc(OC(F)F)cc3)c([N+](=O)[O-])c2)CC1	-5.3%	.	.	.	i	0.4	2.0	53	.	.	5.0%
Cc1nnsc1SCCNC(=O)c1c(F)cccc1F	-8.3%	21.2%	-7.6%	-2.5%	i	1.1	0.0	51	-0.4%	-2.3%	5.0%
OCc1nc2ccccc2n1Cc1ccc(Cl)cc1	-7.0%	-3.9%	-4.6%	1.0%	i	0.6	0.8	54	2.9%	-1.9%	-5.1%
O=C(C1CCC(CNS(=O)(=O)c2ccc(F)cc2)CC1)N1CCOCC1 (centres undefined)	-5.8%	2.1%	0.7%	4.0%	i	0.4	-0.4	57	0.3%	3.4%	3.6%
Cc1ccc(C)c(OCc2nnc(SCC(=O)NCc3ccc4c(c3)OCO4)o2)c1	1.7%	-23.0%	-5.4%	2.8%	i	1.4	0.1	51	-1.7%	8.1%	10.2%
O=C(O)C1c2ccccc2C(=O)N(Cc2ccc(F)cc2)C1c1ccncc1 (centres undefined)	-9.4%	-8.2%	-5.8%	-2.7%	i	1.4	1.9	44	-0.8%	16.0%	.
CCOC(=O)c1sc(NC(=O)CCc2ccc(OC)cc2)nc1C	-6.9%	7.6%	-2.8%	0.6%	i	1.0	0.0	65	-1.9%	8.6%	8.6%
Oc1c(Br)cc(Br)cc1C=Nc1ccc2c(c1)OCCO2	17.5%	-6.7%	0.4%	-3.3%	i	0.5	2.4	50	38.0%	10.2%	119µM*
COc1ccc(CC(=O)NNc2ncnc3c2cnn3-c2ccccc2)cc1	-8.0%	-12.1%	-7.3%	8.7%	i	0.2	-0.3	41	-1.0%	-4.0%	5.6%
Nn1c(SCc2cccc(Br)c2)nnc1-c1ccncc1	-6.3%	4.7%	-1.3%	-4.0%	i	0.8	3.7	54	-1.7%	14.9%	2.5%
CCc1ccc(-c2cc(C)no2)cc1S(=O)(=O)NCc1ccco1	-11.6%	-12.1%	-13.5%	1.0%	i	1.7	1.2	68	-1.1%	-14.8%	6.0%
COc1cc(N2CCOCC2)ncn1	0.8%	5.9%	-2.3%	3.1%	i	0.5	-0.9	71	-1.9%	24.5%	3.3%
Cc1oc(-c2ccc3ccccc3c2)nc1CN(C)C(C)c1ccncn1 (centres undefined)	-0.6%	21.7%	0.4%	1.1%	i	1.0	-0.7	87	0.7%	3.2%	10.0%
Cc1nn(Cc2ccc(C(=O)NN)cc2)c(C)c1Cl	0.5%	-1.5%	0.1%	-0.1%	i	0.7	-0.8	50	-2.5%	-3.1%	7.4%
CCCCSc1nc2sc3c(c2c(=O)[nH]1)CC(C)(CC)OC3 (centres undefined)	-6.8%	-5.0%	4.9%	0.8%	i	0.6	7.8	91	-0.3%	0.0%	5.3%
CCOC(=O)N1CCN(C(=O)c2oc3ccc(S(=O)(=O)N4CCOCC4)cc3c2C)CC1	17.8%	12.1%	-8.7%	-4.1%	i	0.4	-1.5	71	-0.9%	-0.7%	6.0%
Cc1nc(Nc2cccc(O)c2)c2c3c(sc2n1)CCC3	1.4%	0.8%	0.1%	15.0%	i	0.2	4.5	55	-1.1%	2.9%	10.2%
Cc1ccc(OCCNC(=O)CCC(=O)N2CCOCC2)cc1	-0.9%	.	.	.	i	0.8	-0.5	55	.	.	3.6%
O=S(=O)(NCCC1=CCCCC1)c1ccc(F)cc1	3.0%	-15.1%	-8.2%	-3.3%	i	1.4	3.0	48	0.5%	4.7%	5.3%
COc1ccc(-c2cc(=O)n(CCC#N)[nH]2)cc1	15.4%	2.5%	0.6%	2.2%	i	1.5	-1.2	46	2.0%	2.9%	3.5%
O=C(NC1CCCCC1)c1ccc(CNc2c(N3CCOCC3)c(=O)c2=O)cc1	4.7%	-3.4%	-6.9%	1.7%	i	1.3	-1.2	104	-2.6%	6.1%	6.7%
